Screening results (PubChem BioAssay)
697 NFkB inh = inhibitors of PMA/ionomycin-induced NF-kB reporter, 697 cells, primary screen, B-cell NF-kB inhibitor project, cell-based, luminescence, uHTS. actives 0.33% (n = 330,000). inhibition, % at 4 µM. AID 435022, 2010. 697 B-cell NF-kB luciferase reporter, 16 h; in the data active means inhibition above about 35%
APJ antag = antagonists of human apelin receptor APJ, primary screen, CHO-K1 cells, beta-arrestin complementation, luminescence; inhibition, % at 20 µM; actives 0.32% (n = 330,000);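 active means inhibition above about 40% at 20 µM, limit read from the data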;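 further: cells challenged with 10 nM apelin-13 agonist together with compound; plate controls were apelin-13 plus DMSO wells for no effect and DMSO wells lacking apelin-13 for full effect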
Target sequence (P35414 whole entry, looked up): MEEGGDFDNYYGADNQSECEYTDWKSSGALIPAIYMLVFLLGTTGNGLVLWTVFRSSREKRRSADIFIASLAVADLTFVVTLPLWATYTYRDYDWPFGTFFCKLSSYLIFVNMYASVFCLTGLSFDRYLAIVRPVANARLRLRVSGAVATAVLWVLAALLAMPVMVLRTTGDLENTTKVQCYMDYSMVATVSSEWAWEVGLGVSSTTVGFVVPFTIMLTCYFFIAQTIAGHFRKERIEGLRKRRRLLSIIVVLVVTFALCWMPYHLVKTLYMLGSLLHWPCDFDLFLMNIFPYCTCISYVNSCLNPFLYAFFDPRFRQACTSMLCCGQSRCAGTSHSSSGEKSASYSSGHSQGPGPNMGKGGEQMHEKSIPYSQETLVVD
CHOP UPR activ = activators of apoptotic CHOP UPR arm, primary screen, cell-based, CHO-CHOP luciferase reporter, luminescence, uHTS. UPR activation; percent of tunicamycin response over DMSO baseline. activation, % at 10 µM. actives 0.34% (n = 330,000);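 active means at 10 µM dose, activation of 40% or more, normalized to positive control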;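 further: 100% = tunicamycin at 10 µg/mL and 0% = DMSO alone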
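System: CHO CHOP reporter cells. Amount: 500 cells per well. Buffer or medium: F12 medium, 10% FBS. Compound dosing: one dose, 10 µM in 0.5% DMSO. Incubation: 6 h compound exposure at 37 °C after overnight seeding. Technique: Steady-Glo luciferase luminescence. Benchmarks: tunicamycin and DMSO controls.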
Mdm2-MdmX inh = inhibitors of human Mdm2-MdmX association, primary screen, cell-based, luminescence, split luciferase, SaOS-2, uHTS; Protein Mdm4 (Homo sapiens) + E3 ubiquitin-protein ligase Mdm2 (Homo sapiens), …; SaOS-2 split-luciferase Mdm2/MdmX complementation; inhibition, % at 8 µM; actives 3% (n = 330,000); AID 485346, 2010;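 active means inhibition of at least 50% at 8 µM in the primary screen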
APJ agonist = agonists of human apelin receptor APJ, primary screen, CHO-K1 cells, PathHunter beta-arrestin, luminescence | P35414 | 0% DMSO wells, 100% apelin | activation, % at 20 µM | actives 0.11% (n = 330,000) | AID 2520, 2010;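 active means activation more than six SD over the plate average, tested at 20 µM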;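 further: 0% = DMSO alone and 100% = apelin-13 at 10 nM; some results filed as inactive read as strong as hits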
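Test system – PathHunter CHO-K1 APJ (AGTRL-1) beta-arrestin reporter cells · Input – 1000 cells/well · Compound – single test compound dose, 20 µM final, 1% DMSO · Times – compound stimulation 90 min at 25 °C, detection 60 min · Technique – beta-gal luminescence · Read-out basis – APJ–arrestin association signal · Control set – negative DMSO alone, positive Apelin-13 at 10 nM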
tim23-1 inh = growth inhibitors of tim23-1 mutant yeast, primary screen, luminescence, uHTS; actives 1.3% (n = 330,000); AID 463212, 2010; inhibition, % at 20 µM; S. cerevisiae tim23-1 growth, BacTiter-Glo luminescence, 24 h;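 active means growth inhibition of the mutant yeast at or above 50%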;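 further: temperature-sensitive mutant grown at 25 °C; plate controls were DMSO-treated mutant yeast for no effect and medium wells lacking yeast for full effect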
Jurkat NFkB inh = inhibitors of induced NF-kB luciferase reporter, primary screen, TCR NF-kB activation inhibitor project, cell-based, luminescence, uHTS; Jurkat, PMA/ionomycin-induced NF-kB luciferase reporter; inhibition, % at 4 µM; actives 0.53% (n = 330,000); AID 435003, 2010; in the data active means inhibition above about 50%
UPR XBP1 act = activators of adaptive XBP1 UPR arm, primary screen, cell-based, CHO-XBP1 luciferase reporter, luminescence, uHTS. IRE1-XBP1 UPR activation; percent of tunicamycin response, DMSO as zero. activation, % at 20 µM. actives 0.33% (n = 330,000);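 active means versus positive control, 20 µM dose yields 30% or more activation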;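 further: 100% = tunicamycin at 10 µg/mL and 0% = DMSO only wells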
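Material: CHO cell line with stable XBP1 luciferase reporter; schedule: 16-18 h cell attachment at 37 °C, then 6 h compound exposure; signal: glow luminescence from Steady-Glo reagent; medium: serum-containing F12 medium, 10% FBS; benchmarks: tunicamycin 10 µg/mL and vehicle-only wells; read-out: percent activation relative to tunicamycin reference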
Active calls of the source: *. Compounds as they come (roughly 5% active in at least one column).

#	Structure	697 NFkB inh	APJ antag	CHOP UPR activ	Mdm2-MdmX inh	APJ agonist	tim23-1 inh	Jurkat NFkB inh	UPR XBP1 act
1	CCCn1c(C)cc(C(=O)COC(=O)c2ccc[nH]c2=O)c1C	-54.0	8.0	-4.4	26.0	-3.1	6.2	-19.3	-6.3
2	COc1ccc(-n2ncc3c(NCc4ccco4)ncnc32)cc1	-91.4	7.1	3.5	-105.3	0.0	25.8	-95.6	7.9
3	COc1cccc(C(=O)NC(C)c2cccc3ccccc23)c1OC (configuration not stated)	0.1	25.1	-2.0	26.5	-0.4	12.3	11.4	-4.3
4	CCOC(=O)c1sc(NC(=O)CSc2ccccn2)c(C#N)c1C	7.6	-11.2	1.7	74.2*	1.8	-2.7	8.9	5.9
5	Cc1csc2c(N3CCN(C(=O)Nc4ccccc4)CC3)ncnc12	-4.9	9.9	1.7	5.7	-0.8	10.9	18.5	-3.4
6	CC(C(=O)O)N1c2cccc3cccc(c23)S1(=O)=O (configuration not stated)	-5.2	-0.6	2.5	28.1	-2.1	-6.9	-12.3	-5.1
7	Cc1ccc(C(=O)N/C(=C/c2cccs2)C(=O)N2CCCCCC2)cc1	-21.0	15.0	1.5	-29.5	-1.2	29.1	-31.6	-3.2
8	Cc1c(/C=N/NC(=O)c2sc3ccccc3c2Cl)cnn1C	-20.9	8.2	5.2	25.2	-3.3	11.3	0.1	-0.8
9	CCc1nc2ccccc2c(C(=O)OCC(=O)NC(=O)c2cccn2C)c1C	-3.7	10.7	1.8	-18.0	-4.5	20.7	-2.4	-2.1
10	S=c1[nH]nc(COc2ccccc2)n1Cc1ccccc1	-5.2	0.2	4.0	-1.7	1.4	41.6	-1.7	-1.1
11	CCCNC(=O)C(=O)N/N=C/c1cccs1	-12.9	7.8	5.6	-2.9	2.6	1.0	1.8	-0.8
12	COc1ccc(/C=C/C(=O)N[C@H](C(=O)O)C(C)C)cc1	17.4	1.0	-0.2	9.8	-7.6	6.8	-3.6	-0.7
13	O=C(NCCS(=O)(=O)N1CCCCCC1)c1ccc(F)cc1	13.4	25.4	1.0	-1.4	-3.8	6.7	10.9	-2.1
14	COc1ccccc1NC(=O)C(C)OC(=O)/C(=C/c1ccccc1)NC(C)=O (configuration not stated)	26.5	11.4	1.5	14.2	-5.1	-7.4	-0.7	-0.4
15	N#Cc1c(NC(=O)COC(=O)c2nccnc2N)sc2c1CCCC2	2.7	23.3	1.2	-0.6	-2.9	3.8	-7.1	-0.8

#	Structure	697 NFkB inh	APJ antag	CHOP UPR activ	Mdm2-MdmX inh	APJ agonist	tim23-1 inh	Jurkat NFkB inh	UPR XBP1 act
16	O=C(CSCc1ccccc1)N/N=C/c1ccccc1OCc1ccccc1	2.8	4.4	0.9	20.0	-1.8	20.2	-2.1	-1.8
17	CC(C)OCCCNC(=O)Nc1cccc2ccccc12	16.9	0.1	1.4	17.5	-2.5	6.1	7.7	-0.6
18	Cc1ccc(C)c(/C(O)=C2\C(=O)C(=O)N(Cc3cccnc3)C2c2cccnc2)c1 (configuration not stated)	-22.0	1.2	-1.0	23.0	-4.6	7.2	3.1	1.0
19	CCOC(=O)/C(C#N)=C/Nc1ccccc1OC	-67.6	-6.0	1.5	-79.5	2.7	18.3	-69.2	2.3
20	Cn1c(SCc2nn[nH]n2)nc2c1c(=O)n(Cc1ccccc1Cl)c(=O)n2C	16.1	-0.9	-0.8	0.2	-1.8	18.5	-11.5	0.9
21	CCC(Oc1ccccc1)C(=O)N1CCN(c2ccccn2)CC1 (configuration not stated)	2.6	25.1	-4.1	28.8	-4.6	0.4	1.6	-5.1
22	Cc1ccc(-c2cc(N)n(-c3ccccc3)n2)cc1	-102.7	5.3	9.7	-174.4	-2.8	12.7	-90.9	2.7
23	C[C@@H]1COC(=O)CCC/C=C\C[C@@H](CC(=O)N(CCO)Cc2ccccc2)C(=O)N1	5.1	3.5	0.7	6.4	-4.0	-4.6	-0.7	0.7
24	N#CC1(C#N)CC(C=O)=C(N)C1(C#N)CC(=O)C12CC3CC(CC(C3)C1)C2 (configuration not stated)	-9.0	-12.8	4.0	10.6	-2.0	48.4	6.8	-3.9
25	Cc1cccc(NC(=S)N(CCCN2CCOCC2)C(C)c2cc3ccccc3o2)c1 (configuration not stated)	-4.9	2.9	0.2	8.1	5.2	-38.4	10.1	-0.7
26	C/C(=N\NC(=O)C1(C)NC(C)(C)Cc2ccccc21)c1ccccc1 (configuration not stated)	0.6	-25.9	0.6	-13.5	-4.9	10.9	-12.6	-1.7
27	C/C(=N\NC(=O)c1cc(C2CC2)nc2ccccc12)c1ccc(O)cc1O	-19.3	-6.6	-0.6	75.1*	-0.6	24.4	25.9	0.9
28	O=C(/C=C/c1ccccc1)Nn1cnc2ccccc2c1=O	-25.8	-2.9	1.9	-38.9	-3.1	13.3	-6.4	1.1
29	CN(CC(=O)Nc1ccc(N2CCOCC2)cc1)CC(=O)Nc1ccccc1[N+](=O)[O-]	4.9	-13.6	0.3	6.3	-0.9	-2.6	0.4	0.8
30	COCCn1c(C)cc(/C=C2/SC(=O)N(C(C)C(=O)OC)C2=O)c1C (configuration not stated)	-64.8	0.7	4.8	-41.4	2.0	6.1	-51.0	2.1

#	Structure	697 NFkB inh	APJ antag	CHOP UPR activ	Mdm2-MdmX inh	APJ agonist	tim23-1 inh	Jurkat NFkB inh	UPR XBP1 act
31	Cn1c(=NC(=O)c2ccccc2[N+](=O)[O-])sc2cccc(F)c21	-172.0	-33.6	2.2	-108.4	-0.6	97.0*	-142.4	2.1
32	CCN(CC)CCCCCOc1ccccc1OC	0.8	-10.4	0.9	30.5	-4.9	-9.2	7.7	2.4
33	CC(C)c1ccc(OCC(=O)N(Cc2ccco2)C2CCS(=O)(=O)C2)cc1 (configuration not stated)	2.4	-1.7	2.2	0.8	-2.9	11.0	-3.5	-1.6
34	CSc1sc(C(=O)NCC2CC2)c2c1S(=O)(=O)N(C)c1ccccc1-2	15.1	-14.9	0.2	3.3	-3.7	13.9	14.2	4.3
35	CCOC(=O)N1CCN(c2c(N3CCc4ccccc43)c(=O)c2=O)CC1	9.2	12.3	0.0	13.2	-0.2	-7.3	7.3	-1.4
36	COc1ccc(CCN2C(=O)c3[nH]nc(-c4ccccc4O)c3C2c2ccccc2)cc1OC (configuration not stated)	-8.8	3.2	1.4	25.2	10.1	-5.9	9.7	0.4
37	COC(=O)CSc1ncnc2c1cnn2Cc1ccccc1	-0.7	11.6	0.3	23.1	-2.3	10.9	-5.6	-3.2
38	CCOc1ccc(CC(=O)Nc2c(C(N)=O)oc3ccccc23)cc1OCC	9.2	2.6	-0.9	6.2	1.6	5.2	-5.8	-1.7
39	Cc1cc(C)c(NS(=O)(=O)c2ccc3c(c2)NC(=O)C(C)C(=O)N3)c(C)c1 (configuration not stated)	4.8	-9.3	-1.8	25.7	-2.4	-1.2	3.0	0.8
40	CC1CC(C)CN(CCCNC(=O)c2csc3c2CCCC3)C1 (configuration not stated)	-37.1	8.6	0.0	7.8	-3.9	6.6	-4.3	1.0
41	CCCSc1nsc(SCCC)c1C(N)=O	5.4	1.1	-1.2	11.0	-2.4	1.7	3.9	-1.5
42	O=C(Nc1ccccc1)/C(=C\c1ccc(F)cc1)NC(=O)c1ccco1	-5.5	17.4	0.4	15.9	-0.9	4.2	14.5	-2.6
43	CCCCOc1cccc(C(=O)Nc2ccc(NC(=O)c3cccs3)cc2)c1	-2.9	12.2	1.2	29.3	2.4	0.1	-13.3	1.0
44	NC(=O)CSC1=Nc2ccccc2C2=NC(CCC(=O)NCc3ccc(F)cc3)C(=O)N12 (configuration not stated)	-7.3	2.7	-1.5	29.9	-5.2	14.6	-20.2	0.3
45	CCOc1ccc(/C=N/NC(=O)C2CC2)cc1OC	11.9	17.7	1.7	0.8	1.2	16.6	9.6	-5.0

#	Structure	697 NFkB inh	APJ antag	CHOP UPR activ	Mdm2-MdmX inh	APJ agonist	tim23-1 inh	Jurkat NFkB inh	UPR XBP1 act
46	Cc1c(NC(=O)CCCCCN2C(=O)c3ccccc3C2=O)c(=O)n(-c2ccccc2)n1C	18.9	-19.2	0.9	-11.8	0.8	7.4	4.1	-1.6
47	N#CCn1c(C2CCCCC2)nc2ccccc2c1=O	-12.4	4.8	4.1	16.6	1.3	12.6	4.8	3.2
48	OC(c1ccccc1)(c1ccc(F)cc1)C(c1ccccc1)N1CCOCC1 (configuration not stated)	18.8	30.7	-1.3	39.5	-3.1	33.4	1.5	-6.0
49	O=Cc1cccc2ccc3cccc(C(=O)O)c3c12	13.4	-3.7	3.4	20.9	3.7	19.1	20.9	-2.6
50	O=c1oc(-c2ccccc2NS(=O)(=O)c2ccc(Cl)cc2)nc2ccccc12	6.5	-2.9	0.3	16.3	0.4	59.8*	3.3	-2.6
51	Cc1ccc(NC(=S)NCCc2ccccc2)c(C)c1	4.3	12.8	0.2	4.6	-3.2	35.9	4.3	0.1
52	COc1ccc(NC(=O)CSc2nnc(Cc3cccn3C)n2CCc2ccccc2)c(OC)c1	-22.8	-4.3	0.5	3.3	-1.0	17.6	-7.8	-3.9
53	CCN(CC)C(NC(=O)Cc1ccccc1)C(Cl)(Cl)Cl (configuration not stated)	10.2	5.7	-0.3	31.6	-6.9	3.6	0.4	-2.3
54	Cc1cccc(-c2nnc(SCC#N)n2-c2ccccc2)c1	6.2	5.6	-0.3	3.6	-3.1	11.5	-5.6	0.2
55	CCN(CC)CCNC(=O)C(=O)Nc1cc2c3c(c1)CCN3C(=O)CC2	-42.4	-12.4	1.2	3.9	-1.3	-5.8	-18.0	-5.0
56	COCCN(C(=O)COC(=O)CCc1nc2ccccc2s1)c1c(N)n(Cc2ccccc2)c(=O)[nH]c1=O	24.2	17.2	-0.8	16.0	-3.4	12.2	4.3	1.2
57	Cc1ccc(C)c(N(C)S(=O)(=O)c2cccc3nsnc23)c1	-27.6	-6.0	1.5	8.1	-3.5	29.5	10.4	1.6
58	COc1cccc(CNC(=O)c2ccc(N3CCOCC3)c([N+](=O)[O-])c2)c1	6.8	5.5	3.0	21.7	-3.8	24.1	9.6	1.6
59	Nc1c(C(=O)NCC2CCCO2)sc(=S)n1-c1ccccc1 (configuration not stated)	12.1	-3.1	0.8	-5.4	-1.7	-14.6	-12.9	-1.8
60	Cc1ccc(N2C(=S)NC3c4ccccc4OC2(C)C3C(=O)N(C)C)cc1 (configuration not stated)	3.3	6.7	-1.8	5.0	-1.9	19.9	-4.4	-3.7

Part of the list above in order of SMILES length, largest number first:
#	Structure	697 NFkB inh	APJ antag	CHOP UPR activ	Mdm2-MdmX inh	APJ agonist	tim23-1 inh	Jurkat NFkB inh	UPR XBP1 act
16	O=C(CSCc1ccccc1)N/N=C/c1ccccc1OCc1ccccc1	2.8	4.4	0.9	20.0	-1.8	20.2	-2.1	-1.8
2	COc1ccc(-n2ncc3c(NCc4ccco4)ncnc32)cc1	-91.4	7.1	3.5	-105.3	0.0	25.8	-95.6	7.9
10	S=c1[nH]nc(COc2ccccc2)n1Cc1ccccc1	-5.2	0.2	4.0	-1.7	1.4	41.6	-1.7	-1.1
32	CCN(CC)CCCCCOc1ccccc1OC	0.8	-10.4	0.9	30.5	-4.9	-9.2	7.7	2.4
